# Source: PubChem (Fisher Drug Discovery Resource Center)
# NPYLR7 agonist: agonists of mosquito NPYLR7 receptor, primary screen, cell-based, Aedes aegypti, calcium fluorescence, mosquito biting behavior; Aedes aegypti neuropeptide Y-like receptor 7 (NPYLR7); HEK293T NPYLR7/Galpha15, GCaMP6s calcium fluorescence; activation, % at 10 µM; hit rate 0.15% among 270,000; AID 1259423, 2018; in the data active = activation above about 40%;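 note: 0% = vehicle and 100% = reference agonist at the receptor; some compounds past the cut are filed as inactive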
# hcGAS inh: Primary biochemical luminescence assay for human cyclic GMP-AMP synthase inhibitors; recombinant h-cGAS, ATP depletion, Kinase-Glo luminescence; inhibition, % at 12.5 µM; hit rate 0.081% among 290,000; AID 1259398, 2018;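 note: 0% = vehicle reaction and 100% = reaction without DNA for no activity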
# Target sequence (Q8N884 whole entry, looked up): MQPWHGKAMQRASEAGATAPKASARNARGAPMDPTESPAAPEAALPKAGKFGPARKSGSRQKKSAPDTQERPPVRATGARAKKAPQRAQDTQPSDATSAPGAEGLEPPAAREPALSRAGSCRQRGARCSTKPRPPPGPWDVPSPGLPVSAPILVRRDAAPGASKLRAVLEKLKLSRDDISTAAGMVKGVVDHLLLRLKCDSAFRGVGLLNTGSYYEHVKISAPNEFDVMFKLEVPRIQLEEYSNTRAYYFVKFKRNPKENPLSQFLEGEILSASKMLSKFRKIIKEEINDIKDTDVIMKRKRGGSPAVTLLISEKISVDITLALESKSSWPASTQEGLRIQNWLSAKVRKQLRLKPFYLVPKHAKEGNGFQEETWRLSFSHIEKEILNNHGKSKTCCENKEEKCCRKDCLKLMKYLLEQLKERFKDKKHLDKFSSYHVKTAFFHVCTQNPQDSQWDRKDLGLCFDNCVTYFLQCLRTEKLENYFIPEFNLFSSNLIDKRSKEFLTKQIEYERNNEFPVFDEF
# mcGAS inh: cyclic GMP-AMP synthase inhibitors, mouse, primary biochemical chemiluminescence | Q8C6L5 | recombinant cGAS, Kinase-Glo ATP depletion luminescence | inhibition, % at 12.5 µM | hit rate 0.15% among 160,000 | AID 1259399, 2018;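 note: 0% = negative control wells and 100% = reference inhibitor with no enzyme activity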
# The depositor's hits bear a star; . = no result given; & = joins results of further samples. Cut-off read from the data, not from the text of the source, unless noted: active = inhibition above about 40%; inactive = the rest.
# Every second line gives: NPYLR7 agonist	hcGAS inh	mcGAS inh
- CCCNC(=O)CC1CSc2nc(C)cc(=O)n21 (configuration not stated)
 : -1	-4	.
- COCc1c(Br)c(C)nc(OCC(=O)N/N=C\c2ccc(-c3cccc(C(=O)O)c3)o2)c1C#N
 : 4	-5	-4
- CC(C)(C)NC(=O)N1CCCC(C(=O)c2ccc(C(F)(F)F)cc2)C1 (configuration not stated)
 : 3	-1	-15
- C=CCn1c(SCc2cc(=O)c(O)co2)nc2sc(C)c(C)c2c1=O
 : 0	-4	-5
- COc1ccc(CCNC(=O)N2CCN(C(c3ccccc3)c3ccc(Cl)cc3)CC2)cc1 (configuration not stated)
 : 18	-5	-7
- O=C(CNC(=O)c1cccc(Cl)c1)N=Nc1c(O)[nH]c2ccccc12
 : -3	-4	-7
- O=C(Cn1ccc(C(F)(F)F)n1)Nc1nc(-c2ccco2)c(-c2ccco2)s1
 : 2	-4	.
- C=CCOC(CN1CCN(C(=O)COCCOC)CC1)c1cccc(N2CCCC2)c1 (configuration not stated)
 : -3	-2	-6
- Cc1ccc(S(=O)(=O)NC(C(=O)N=c2sccn2C)C(C)C)cc1 (configuration not stated)
 : 6	-7	.
- CN1C[C@H](Oc2ccccn2)[C@]2(CCN(S(C)(=O)=O)C2)S1(=O)=O
 : 4	2	-4
- CCc1nn(-c2ccc(F)cc2)c(Oc2ccccc2)c1CN(Cc1ccco1)CC(C)O (configuration not stated)
 : 3	-1	-1
- O=c1[nH]c(C2CC2)nc2ccc(-c3cccc(C(F)(F)F)c3)cc12
 : 7	-15	.
- CCc1[nH]n(-c2cc(C)ccc2C)c(=O)c1C1=C(N2CCCCC2)C(=O)N(c2ccc(F)cc2)C1=O
 : 3&-9	-7&2	-8&-1
- COCc1nc(C)nc(N2CCN(C(=O)c3ccccc3F)CC2)c1Cc1ccc(OC)cc1
 : 7	-2	-3
- COc1ccc2nc(C)cc(Sc3nnnn3C)c2c1
 : 3	2	12
- CN(C)Cc1nc(C(=O)N[C@H]2CC[C@@H]3CCC[C@@H]32)cs1
 : .	-8	-3
- CCOC(=O)C1=C(C)N(C)C(=O)NC1c1ccccc1[N+](=O)[O-] (configuration not stated)
 : -1	-9	-6
- CCOC(=O)c1sc(N2C(=O)C(O)=C(C(=O)c3ccco3)C2c2ccccc2)nc1C (configuration not stated)
 : 0	-3	-6
- CC(=O)N[C@H]1CCN(C(=O)c2cc3occc3n2CC2CC2)C1
 : 23	-6	.
- CCOC(=O)c1nn(Cc2ccccc2)c2c1CN(Cc1ccc(Sc3nncn3C)o1)CC2
 : 17	-7	-5
- CCc1nnc(NC(=O)[C@H](C)NS(=O)(=O)c2c(C)noc2C)s1
 : 1	5	.
- CCOC(=O)C1=C(C)N=c2s/c(=C/c3ccc4c(c3)OCO4)c(=O)n2C1c1ccc(Cl)cc1 (configuration not stated)
 : -10	-4	-4
- O=C(Nc1nncs1)c1c(F)c(F)c(F)c(F)c1F
 : 3	-5	-5
- Cc1ccc(N2CCN(S(=O)(=O)c3ccc4[nH]cc(C(=O)O)c(=O)c4c3)CC2C)cc1 (configuration not stated)
 : -7	-3	-2
- COc1ccc(C(=O)NC(=S)NCC2CCCO2)cc1 (configuration not stated)
 : 9	-8	-7
- c1ccc(CSc2nc3ccccc3[nH]2)cc1
 : -2	3	.
- C(=N/Nc1nc(N2CCCC2)nc(N2CCOCC2)n1)/c1cccnc1
 : -3	-3	-3
- Cc1cc(NC(=O)Cc2ccc(C(C)C)cc2)n(C(C)C)n1
 : .	-6	-6
- O=C(O)c1cc2n(n1)CCN(Cc1cccc(F)c1)C2=O
 : -9	1	.
- O=S(=O)(c1ccccc1)C1(c2ccccc2)OCCO1
 : 2	0	.
- Cc1ccc(Cc2ccccc2C(=O)N2CCc3c(nc(C)[nH]c3=O)C2)cc1
 : 5	-4	.
- Cn1ccc2c(C(=O)NCc3cc(F)cc4c3OCOC4)cccc21
 : -7	-8	-14
- CCCC(C)c1nnc(NC(=O)Cc2nc3nc(C)cc(C)n3n2)s1 (configuration not stated)
 : 19	-3	-18
- Cc1ccc(N(Cc2ccco2)S(=O)(=O)c2ccc(Br)cc2)cc1
 : 4	0	-1
- CC(N=Cc1ccccc1O)C12CC3CC(CC(O)(C3)C1)C2 (configuration not stated)
 : -6	2	.
- CCCCC(=O)N(CCCC)c1c(N)n(CCC)c(=O)[nH]c1=O
 : 11	2	.
- Cc1cccc(C(=O)N2C(C(=O)NC3CC3)COC23CCN(C(=O)C2CC2)CC3)c1 (configuration not stated)
 : -1	-4	-6
- COc1ccc(C(=O)Nc2c(C)c(C)c3c(c2C)NC(=O)CO3)c(OC)c1OC
 : 10	-3	.
- O=C(c1sccc1S(=O)(=O)N1CCCC1)N1CCOC(C(F)(F)F)C1 (configuration not stated)
 : -6	-6	.
- Cc1[nH]n(-c2ccccc2)c(=O)c1N=Nc1ccc(OC(F)F)cc1
 : -7	-2	-4
- O=S(=O)(c1ccc(F)cc1)N1CCC2(CC1)OCCO2
 : -1	6	.
- Cc1csc(SCc2cc(=O)c(OC(=O)c3ccc(C(C)(C)C)cc3)co2)n1
 : -4	-3	-5
- CN(C)CC1(O)CCCN(C(=O)CCOc2ccccc2)C1 (configuration not stated)
 : -4	-2	-12
- Nc1nc(Nc2ccc3ncsc3c2)cc(N2CCC[C@H]2C(=O)NCc2cccs2)n1
 : 3	2	1
- O=C(CNC(=O)c1ccccc1F)N=Nc1c(O)n(CCc2ccccc2)c2ccccc12
 : 14	-3	-3
- CCOCCOc1nc(-c2cccc(F)c2)n(-c2ccc(NC(=O)c3ccc(Cl)c([N+](=O)[O-])c3)cc2)n1
 : 13	-8	-6
- O=C(CCNC(=O)c1ccsc1)Nc1ccc(N2CCCC2)nc1
 : 2	-1	.
- COCCCNC(=O)CN1CC2=C(C1=O)C(c1ccc(C(C)(C)C)cc1)NC(=O)N2C (configuration not stated)
 : -1	0	1
- CCCS(=O)(=O)N1CCN(c2ncnc3c2nnn3CC)CC1
 : 1	-3	.
- CC1(C)/C(=C/c2csnn2)C(=O)c2ccccc21
 : -7	-8	-6
- CN(Cc1nc2ccccc2o1)C(=O)C1CCC(=O)N(Cc2ccc(Cl)cc2)C1 (configuration not stated)
 : .	-3	-9
- CCN(C)S(=O)(=O)Nc1c(C)noc1C
 : -1	-18	.
- CCOC(=O)C1(Cc2ccccc2C)CCCN(C(=O)c2csc(SC)n2)C1 (configuration not stated)
 : -3	0	0
- Cc1cc(NC(=O)Cn2cc(-n3cccc3)cn2)no1
 : 2	-5	-9
- COC(=O)c1ccc(CN2C(=O)C(Cc3ccccc3)ON=C2C)o1 (configuration not stated)
 : -1	6	.
- Cc1nc(CCCC(=O)Nc2ccc3n[nH]nc3c2)cs1
 : 3	-7	.
- COc1ccc(C(C)NC(=O)c2ccco2)cc1F (configuration not stated)
 : 2	-19	.
- COc1cn(CC(=O)NC2CCCC2)c(CSc2ncccn2)cc1=O
 : -3	-3	-2
- CC(C)(CCl)C(=O)N1CCC2(CC1)SCCN2C(=O)c1ccc(C(F)(F)F)cc1
 : -3	-15	-8
- Cc1nc(SCc2cccc(C(=O)NCc3ccco3)c2)nc(N2CCN(c3ccccc3F)CC2)c1C
 : 11	-2	-5

# (listing goes on)
# Every second line gives: NPYLR7 agonist	hcGAS inh	mcGAS inh
- O=C(O)C1(CC2CCCCO2)CCN(c2ccc3cccc(Cl)c3n2)CC1 (configuration not stated)
 : 6	-5	.
- Cc1cccc(NC(=O)CSc2nc3c(c(=O)n2-c2cc(C)cc(C)c2)SCC3)c1
 : -3	-3	-6
- Cc1ccc2c(c1)oc(=O)n2C1CCN(C(=O)c2ccc(C#N)cc2)CC1
 : 25	-2	-8
- FC(F)Oc1ccccc1-c1nccn1CCCc1cccnc1
 : 5	-5	-15
- CC1CCCCC1NC(=O)c1cc(Br)ccc1F (configuration not stated)
 : 5	-7	-7
- O=C1CCCc2nc(N3CCOCC3)sc21
 : 3	0	-2
- COc1cccc(C2=N/C(=C/c3ccc(N(C)C)cc3)C(=O)O2)c1
 : -11	-4	-6
- CCN(Cc1noc(-c2cccs2)n1)CC1CCOC1 (configuration not stated)
 : 5	4	.
- COc1ccc(-c2nc(N(CCC(=O)NCc3cccc(C(F)(F)F)c3)CCc3ccccc3)c3ccccc3n2)cc1
 : 23	-5	-6
- COC(=O)c1ccc(CN2CCN(c3ccc4c(c3)CCC4)C(=O)C2C)cc1 (configuration not stated)
 : 0	-4	-3
- COC(=O)NCC(=O)N1CCC(c2nc3cc(Cl)ccc3o2)CC1
 : 7	-16	.
- Cc1cccc2nc(-c3cccc(Cl)c3)c(NC3CCCCC3)n12
 : -4&0	-8&-2	-9&-3
- CCOCCn1c(N2CCN(Cc3ccccc3F)CC2)nc2c1c(=O)[nH]c(=O)n2C
 : 0	-4	.
- O=C(NCCC(=O)N1CCN(S(=O)(=O)c2ccc(F)cc2)CC1)c1ccccc1
 : 5	-9	.
- CCn1nccc1NC(=O)C1(C)CCN1C(=O)Cc1ccc(-c2ccccc2)cc1 (configuration not stated)
 : 8	-8	-4
- O=C(NCc1ccco1)c1cc2c(Cl)c(Cl)ccc2[nH]1
 : -1	3	12
- CCCNC(=O)Cn1nc2c(c1NC(=O)c1cccc(OC)c1OC)CSC2
 : -9	-9	-12
- COc1ccc(C(=O)N2CCN(c3nc(C)nc(C)c3Cc3ccccc3F)CC2)cc1
 : 13	-3	-3
- CCCCCn1c(=O)c2c(nc3n2CCN3c2ccc(CC)cc2)n(C)c1=O
 : 0	-7	.
- CCCc1cc(C(=O)N2CCN(CC(=O)Nc3cc(C)on3)CC2)sc1C
 : 0	-3	.
- O=CNC(n1cnc2c(N3CCOCC3)ncnc21)C(Cl)(Cl)Cl (configuration not stated)
 : -4	0	-9
- Cc1sc(=NC(=O)c2ccccc2F)n(CC(=O)O)c1C
 : 27	-9	.
- COC(=O)c1sc(=S)n(C)c1C
 : -2	1	.
- CC(=O)N1CCC(c2nc(CC(C)C)nn2-c2ccc3c(c2)OCO3)CC1
 : 10	-6	-11
- O=C(NC1CC1)C1CCCC1
 : -1	3	.
- COc1cccc(OCCSc2nc3ccccc3n2CC(=O)N2CCOCC2)c1
 : 1	5	0
- COCCN(CC(=O)Nc1nc(CC(=O)N2CCN(c3ccc([N+](=O)[O-])cc3)CC2)cs1)C(=O)c1ccc(OC)cc1
 : 16	-3	-5
- CN(CCCN1CCCCCC1)Cc1ncc[nH]1
 : .	-5	-12
- COCCN(Cc1ccc(OS(C)(=O)=O)cc1)C(=O)CC(C)C
 : 28	-1	-6
- CN1CCN([C@H]2CN(C3CCN(C(=O)c4ccccn4)CC3)C[C@@H]2O)CC1
 : -5	0	-9
- CC1CCCCC1N(C)C(=O)c1ccn(C)c(=O)c1 (configuration not stated)
 : -2	3	.
- O=c1cc(CSc2nnc(-c3ccco3)o2)nc2ccc(Br)cn12
 : -4	-5	.
- CCOC(=O)c1cc(C(C)C)sc1NC(=O)C=C(C)C
 : 6	-1	-3
- COc1cccc(OCC(=O)Nc2cc(C)nn2-c2nc3ccc(OC)cc3s2)c1
 : -7	-8	-15
- CCCCN(CC)C(=O)Cn1ncn2cccc2c1=O
 : 5	0	.
- CC[N+](CC)(CC)C1Nc2ccc(C)cc2C(c2ccccc2)(C(F)(F)F)N1 (configuration not stated)
 : 0	-7	-8
- COCCOc1nc(-c2ccc(OC)cc2)n(-c2ccc(NC(=O)Nc3ccc(F)cc3F)cc2)n1
 : 12	-6	-7
- CCn1nnc2c(SCC(=O)N3CCOCC3)ncnc21
 : 2	-4	.
- O=C(CSc1ccnc(=O)[nH]1)N1CCCC1
 : 1	-7	-7
- O=C1CC2(CCCC2)CC(=O)N1CCNc1ccc([N+](=O)[O-])cn1
 : -13	-5	-5
- Cc1nc2ccccc2n1C1CCN(C(=O)C(C)CC(F)(F)F)CC1 (configuration not stated)
 : -5	-7	-6
- O=C(O)C(c1cccc2c1Sc1ccccc1S2)N1CCS(=O)(=O)CC1 (configuration not stated)
 : 2	-3	.
- CN(Cc1ccsc1)C(=O)c1ccc2nc(C3CCCCC3)oc2c1
 : 12	-10	.
- COC(=O)CC1=C(C(=O)OC)C(c2ccccc2)NC(=O)N1 (configuration not stated)
 : 1	3	-3
- O=C(c1ccccc1)N1C(=S)C(c2ccccc2)=NC12CCCC2
 : 2	-5	-6
- COc1ccc(F)c(CNC2CCCN(c3ncccn3)C2)c1 (configuration not stated)
 : 2	-11	.
- Cc1ccc(CN(C(=O)c2cn(-c3ccccc3)nn2)C2CCCC2)s1
 : -3	-3	.
- O=C(c1ccc[n+]([O-])c1)N1CCCC(CO)(Cc2cccc(Cl)c2)C1 (configuration not stated)
 : 3	-7	.
- COCCOCC(=O)N1CCc2c([nH]c3ccc(OC)cc23)C1c1ccc(-c2ccccc2C(F)(F)F)o1 (configuration not stated)
 : 5	-7	-7

# Retrieved one by one from the entries so far, 7 records:
# Every second line gives: NPYLR7 agonist	hcGAS inh	mcGAS inh
- Cc1nc(SCc2cccc(C(=O)NCc3ccco3)c2)nc(N2CCN(c3ccccc3F)CC2)c1C
 : 11	-2	-5
- COC(=O)c1ccc(CN2C(=O)C(Cc3ccccc3)ON=C2C)o1 (configuration not stated)
 : -1	6	.
- COc1ccc(C(=O)N2CCN(c3nc(C)nc(C)c3Cc3ccccc3F)CC2)cc1
 : 13	-3	-3
- Cc1nc2ccccc2n1C1CCN(C(=O)C(C)CC(F)(F)F)CC1 (configuration not stated)
 : -5	-7	-6
- CN1C[C@H](Oc2ccccn2)[C@]2(CCN(S(C)(=O)=O)C2)S1(=O)=O
 : 4	2	-4
- O=C(CCNC(=O)c1ccsc1)Nc1ccc(N2CCCC2)nc1
 : 2	-1	.
- CCn1nnc2c(SCC(=O)N3CCOCC3)ncnc21
 : 2	-4	.
